HEK293 tox = cytotoxic in the GLP-1 receptor inverse agonist counter-screen; HEK293 cAMP-luciferase reporter cells, luminescence, 24 h; actives 0.13% (n = 410,000); Potency, µM (titrated, usually from 38.3 µM), for inactives: at the top dose activity change, negative = inhibition, hits mostly inhibitors;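 further: loss of luciferase light is scored as toxicity; potency means the concentration at half of the fitted maximal effect; on the % scale 0 is the no-effect control and ±100 the full control effect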
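Here, cytotoxicity is scored as loss of luminescence. The MLSMR collection was tested on cells seeded in medium containing 10% Nu serum, with a 24 hr compound exposure preceded by 12 hours of culture.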
GLP-1R agonist = activates the human GLP-1 receptor. actives 0.007% (n = 380,000). AID 624172. P43220. Potency, µM (doses to about 45.6 µM), without a hit: top-dose activation, hits mostly activators. HEK293 GLP-1R CRE-luciferase, luminescence, 4-6 h; cells express a hypersensitive GLP-1R form; further: potency means the concentration at half of the fitted maximal effect; % of control where 0% means no effect
EPAC1 antag = EPAC1 (human) antagonism; O95398; EPAC1 GEF assay, Rap1b-BODIPY-GDP exchange fluorescence; Potency, µM (series often up to 115 µM), for inactives: at the top dose activity change, negative = inhibition, usual class: inhibitors; actives 0.14% (n = 360,000); AID 720709;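 further: potency means the concentration at half of the fitted maximal effect; plate controls were vehicle for no effect and positive control for full effect; nearly all actives have a fitted effect of over 50% in size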
PLK1 PBD inh = blocks phosphopeptide binding to human PLK1 polo-box domain | Potency, µM, for the others: max response, negative = inhibition, actives largely listed as inhibitors | AID 720504 | actives 2.8% (n = 360,000) | Plk1 PBD binding of FITC phosphopeptide, fluorescence polarization; further: potency means the concentration at half of the fitted maximal effect; series mostly up to about 57 µM; on the % scale 0 is the no-effect control and ±100 the full control effect; nearly all actives have a fitted effect of over 65% in size
GLP-1R inv ag = acts as inverse agonist at human GLP-1 receptor. P43220. HEK293 GLP-1R CRE-luciferase, luminescence, 24 h; GLP-1R form is constitutively active. Potency, µM (titrated, usually from 38.3 µM), for inactives: at the highest dose activity change, negative = inhibition, usual class: inhibitors. actives 1.6% (n = 410,000); further: potency means the concentration at half of the fitted maximal effect; on the % scale 0 is the no-effect control and ±100 the full control effect; nearly all actives have a fitted effect of over 55% in size
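HEK293 cells stably co-expressing a cAMP-responsive luciferase reporter and constitutively active GLP-1R were seeded, incubated 12 h, then exposed to compounds for 24 h at 37 C. Luminescence was read 12 min after detection reagent; inverse agonists lower signal.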
EPAC1 ag = EPAC1 (human) agonism. Potency, µM (highest dose often 154 µM), for inactives: at the top dose activation, actives largely listed as activators. O95398. actives 0.073% (n = 360,000). EPAC1 agonist qHTS, biochemical assay; response scale: 100% = response to 6.5 mM cAMP; further: potency means the concentration at half of the fitted maximal effect; nearly all actives have a fitted effect of over 60% in size
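Normalized to 6.5 mM cAMP, activity reflects EPAC1-catalysed release of BODIPY-GDP from Rap1B, followed kinetically over 30 min at 480 nm excitation, 540 nm emission. Reaction contained 100 nM EPAC1, 250 nM Rap1B-BODIPY-GDP, 50 uM GDP.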
PI5P4Ka inh = inhibitors of human PI5P4K alpha. max response, %. AID 652105. PI5P4Kalpha enzyme, ADP-Glo luminescence, 60 min; active compounds read low. P48426. actives 1.2% (n = 330,000); active means max response of -50% or lower; inconclusive means between -30% and -50%; inactive means -30% or higher; further: value at the top dose of about 77 µM; on the % scale 0 is the no-effect control and ±100 the full control effect
Target sequence (P48426 whole entry, looked up): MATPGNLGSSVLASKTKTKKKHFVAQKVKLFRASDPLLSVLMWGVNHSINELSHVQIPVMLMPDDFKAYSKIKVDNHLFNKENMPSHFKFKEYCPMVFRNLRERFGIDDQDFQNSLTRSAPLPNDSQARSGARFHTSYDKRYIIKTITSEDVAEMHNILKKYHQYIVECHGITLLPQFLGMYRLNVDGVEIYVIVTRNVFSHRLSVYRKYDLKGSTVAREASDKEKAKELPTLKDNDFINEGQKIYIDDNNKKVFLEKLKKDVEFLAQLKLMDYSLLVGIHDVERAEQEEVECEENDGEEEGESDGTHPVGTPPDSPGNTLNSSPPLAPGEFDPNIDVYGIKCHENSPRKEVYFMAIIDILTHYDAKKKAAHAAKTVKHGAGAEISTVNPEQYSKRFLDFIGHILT
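Human PI5P4Kalpha with substrate in 0.038 M HEPES pH 7.4, 0.28 mM EGTA, 0.1% CHAPS, 5% DMSO; reaction started with 5 microM ATP (final), 60 min at room temperature. ADP formed read by ADP-Glo luminescence.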
IL-2 act = activators of IL-2; activation, % (series mostly up to about 46 µM); actives 0.065% (n = 360,000); AID 652025; IL-2 activation reporter assay, cell-based qHTS; stimulated with anti-CD3/CD4/CD28 beads; in transgenic mouse T cells; in the data active means activation above about 50%; inconclusive means mostly about 30% to 49%; further: 0% is about no effect
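Unstimulated transgenic mouse T cells; 60-min compound exposure; bead-based TCR/CD4/CD28 stimulation; 18 h culture, 37 degrees C; dual fluorescence (EGFP, DsRed) plate cytometry.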
PTHR1 agonist = activates the human parathyroid hormone receptor PTHR1 | Q03431 | HEK293 GP2 PTHR1 cells, GloSensor cAMP luminescence, 1 h | Potency, µM (top dose mostly 115 µM), inactives show top-dose activation, most hits filed as activators | actives 0.075% (n = 410,000); further: potency means the concentration at half of the fitted maximal effect; nearly all actives have a fitted effect of over 55% in size; some results filed as inactive show a strong effect at the top dose; inactives centre near -15; many of its hits are not listed in these tables
Target sequence (Q03431 whole entry, looked up): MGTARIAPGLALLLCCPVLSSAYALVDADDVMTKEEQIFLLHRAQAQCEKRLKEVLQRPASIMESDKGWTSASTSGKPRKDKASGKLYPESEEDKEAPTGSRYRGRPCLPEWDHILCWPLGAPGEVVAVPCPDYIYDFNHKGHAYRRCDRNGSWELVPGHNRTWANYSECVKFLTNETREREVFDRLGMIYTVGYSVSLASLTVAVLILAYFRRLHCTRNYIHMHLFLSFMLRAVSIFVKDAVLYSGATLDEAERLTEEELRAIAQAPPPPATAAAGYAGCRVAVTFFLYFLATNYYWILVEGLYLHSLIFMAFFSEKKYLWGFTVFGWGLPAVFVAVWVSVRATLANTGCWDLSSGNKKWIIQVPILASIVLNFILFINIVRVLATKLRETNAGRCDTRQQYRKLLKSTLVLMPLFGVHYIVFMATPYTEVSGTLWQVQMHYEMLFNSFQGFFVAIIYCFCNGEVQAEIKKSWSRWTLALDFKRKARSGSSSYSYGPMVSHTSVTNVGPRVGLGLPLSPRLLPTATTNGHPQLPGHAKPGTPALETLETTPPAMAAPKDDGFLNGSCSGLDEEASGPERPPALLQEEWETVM
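HEK-293-derived GP2 cells expressing PTHR1 and a GloSensor cAMP reporter, 3,000/well, plated overnight, given luciferin plus IBMX (each 0.5 mM as added) for 1 h at 37 °C, then compound for 1 h at 37 °C. Luminescence was read after 15 min at room temperature.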
The depositor's hits bear a star; i = inactive; ? = inconclusive; · = no result given; [ ] = dose if it differs, or a comment. Unless noted, the call rests on the fitted dose curve; in most records, active means well fitted curve in the direction sought with a large enough effect; inconclusive means small, poorly fitted or top-dose-only effect, or another doubt; inactive means no such curve, though single readings can be large; an effect the other way counts as inactive or inconclusive. Some of the compounds tested (hit frequency here may not be typical).

The first two compounds as a preview:
SMILES	HEK293 tox	GLP-1R agonist	EPAC1 antag	PLK1 PBD inh	GLP-1R inv ag	EPAC1 ag	PI5P4Ka inh	IL-2 act	PTHR1 agonist
Nc1nnc(SCC(=O)OCc2ccc(Cl)c(Cl)c2)s1	-1%	9%	-1%	-12%	4%	7%	4	-0.4	i
COc1ccc(CCNC2CC(=O)N(C3CCCCC3)C2=O)cc1OC (stereo not drawn)	6%	0%	17%	-15%	-1%	-2%	-5	2.3	-35%[inhibitor]

This part in full, from the first entry:
SMILES	HEK293 tox	GLP-1R agonist	EPAC1 antag	PLK1 PBD inh	GLP-1R inv ag	EPAC1 ag	PI5P4Ka inh	IL-2 act	PTHR1 agonist
Nc1nnc(SCC(=O)OCc2ccc(Cl)c(Cl)c2)s1	-1%	9%	-1%	-12%	4%	7%	4	-0.4	i
COc1ccc(CCNC2CC(=O)N(C3CCCCC3)C2=O)cc1OC (stereo not drawn)	6%	0%	17%	-15%	-1%	-2%	-5	2.3	-35%[inhibitor]
CCS(=O)(=O)N1Cc2ccccc2CC1C(=O)N(C)Cc1ccc(OC)c(F)c1 (stereo not drawn)	-12%	8%	12%	-2%	1%	-11%	-14	-0.5	i
CCC1Sc2ccccc2N(CC(=O)NCc2ccccc2OC)C1=O (stereo not drawn)	3%	10%	-12%	-8%	0%	7%	·	1.5	-2%[57.5 µM]
CCOC(=O)N1CCN(C(C(=O)NC2CCCC2)C(C)C)CC1 (stereo not drawn)	-1%	·	7%	-20%	17%	8%	-13	-0.4	i
CC1CC(C)(C)CC2(C1)NC(=O)N(CC(=O)N(C)Cc1nc3ccccc3c(=O)[nH]1)C2=O (stereo not drawn)	21%	4%	-9%	-14%	-1%	1%	1	0.5	i
c1ccc(-c2noc(CCC3CCCC3)n2)cc1	6%	-2%	7%	-3%	18%	-8%	1	-3.2	-36%[inhibitor]
CCCNC(=O)c1ccc(N2CCC3(CC2)CC(c2ccccc2)=NO3)c(NC(=O)c2ccccc2)c1	5%	0%	?	0%	-8%	-3%	-3	-2.5	-11%
CCOC(=O)c1ccc(S(=O)(=O)Nc2cc(C(C)(C)C)no2)cc1	4%	-4%	-1%	-9%	?	4%	1	-2.6	-3%[57.5 µM]
O=C1N/C(=N\c2ccccn2)SC1Cc1ccc(Cl)cc1 (stereo not drawn)	-7%	10%	8%	3%	-3%	0%	-2	-0.6	-14%
CN(Cc1ccc(Cl)cc1)C(C(=O)NC1CCCCC1)c1cc2ccccc2o1 (stereo not drawn)	13%	-1%	-5%	-1%	?	-2%	15	-0.8	-27%
O=C(N/N=C/c1c[nH]c2ccccc12)c1cccc(O)c1	6%	6%	4%	8%	20%	9%	-4	3.1	-3%
CSc1sc(C(=O)NC(=O)NCc2ccncc2)c(C)c1-c1ccon1	-19%	5%	11%	-3%	-14%	4%	-3	-0.3	-3%
CSc1nc2ccccc2n1Cc1cccc([N+](=O)[O-])c1	13%	16%	11%	2%	?	-4%	-1	-2.0	-1%
CCOC(=O)c1cccc(NC(=O)c2ccc3c(c2)OCO3)c1	-14%	7%	-27%	-5%	?	1%	11	-0.2	-18%
C=CCNc1nc2c3ccccc3n(C(C)=O)c2s1	-17%	8%	-8%	27µM*	25%	1%	-2	2.4	-2%[57.5 µM]
Cc1ccc(OCC(O)Cn2c(N3CCOCC3)nc3c2c(=O)[nH]c(=O)n3C)cc1 (stereo not drawn)	1%	1%	4%	-19%	20%	-12%	-6	-1.1	-5%
CCc1nn(C(C)C(=O)NCCN2CCCCCC2)c(=O)c2cc3occc3n12 (stereo not drawn)	-16%	0%	9%	-7%	2%	-14%	3	-1.2	-3%
COc1ccc(/C=C/C(=O)C2CC2)cc1Cn1nc(C)c([N+](=O)[O-])c1C	-5%	7%	-18%	-4%	-5%	11%	-2	-3.6	-17%
COc1ccc(-c2csc(NC3CCCCC3)n2)c(OC)c1	5%	10%	3%	?	?	6%	8	-1.4	i
CCCCNC(=O)COC(=O)c1ccc(SC)cc1OC	-1%	19%	-24%	-4%	6%	13%	1	0.2	-12%
COc1ccc(-c2cn3cc([N+](=O)[O-])ccc3n2)cc1OC	8%	10%	7%	-5%	53%[activator]	1%	2	-3.2	-13%
COc1ccc(NS(=O)(=O)c2cccc(NC(=O)CNC(C)=O)c2)cc1	-18%	6%	10%	4%	2%	1%	3	-1.3	i
CCOC(=O)c1ccsc1NC(=O)CCS(=O)(=O)c1ccccc1	-34%	1%	-16%	-1%	2%	9%	6	-4.8	-12%
Cc1cc(C)c(C2=NOC3C4CCC(C4)C23)c(C)c1 (stereo not drawn)	7%	-7%	-4%	-18%	?	4%	1	-2.8	-9%
COc1ccc(C(=O)NC(C(=O)N2CCc3ccccc32)C(C)C)cc1 (stereo not drawn)	20%	16%	3%	-19%	12%	4%	-2	-3.0	i
CCC1=NN2C(=N)/C(=C\c3cccn3-c3ccc(Cl)cc3)C(=O)N=C2S1	?	0%	-9%	?	8%	-2%	-6	-3.2	-12%
COc1ccc(CN2CCC(=O)NC2=O)cc1	2%	-3%	19%	-1%	0%	-6%	·	-2.4	-16%
COC(=O)c1c(C)oc2ccc(N(C(=O)Oc3ccccc3)S(=O)(=O)c3ccccc3)cc12	-21%	-3%	-10%	0%	?	15%	4	-0.3	i
Cn1ccsc1=NC(=O)c1cc(S(=O)(=O)N2CCOCC2)ccc1Cl	14%	3%	-8%	2%	9%	9%	3	3.0	-36%[inhibitor]
CCOc1ccc(C(=O)Nc2ccc(CN3CCOCC3)cc2)cc1Br	-21%	16%	0%	30µM*	?	-2%	-5	0.1	-35%[inhibitor]
CCOC(=O)c1cc(C)[nH]c(=S)c1C#N	-14%	-3%	4%	27µM*	-1%	1%	?	-1.2	i
O=C(Cc1ccccc1)NCc1ccc2c(c1)OCO2	1%	4%	18%	-9%	0%	3%	-2	0.1	-2%[57.5 µM]
CCOc1ccc(CCNC(=O)C2CCN(S(=O)(=O)N3CCOCC3)CC2)cc1OCC	-9%	-1%	-1%	-1%	10%	-7%	-6	0.2	i
CCN1CCN(C(=S)c2ccc(OCC(=O)NCc3ccccc3)cc2)CC1	-3%	25%	-6%	11µM*	?	4%	2	-0.9	-1%
CCOC(=O)/C(C#N)=C1/C=CN(Cc2ccccc2)C=N1	-6%	-9%	6%	-4%	?	3%	·	-1.4	i
Cc1cccc2c1cnn2C(=O)CCC(=O)N1CCC(C)CC1	2%	2%	-22%	-11%	?	1%	-7	-4.6	-16%
Cc1cc(C(=O)N/N=C/c2c[nH]c3ccccc23)c(C)o1	-6%	8%	-16%	0%	-28%	-3%	1	-3.8	-26%
CC1(C(=O)Nc2ccc(Cl)c(Cl)c2)CCN1C(=O)CCC1CCCC1 (stereo not drawn)	7%	8%	-1%	5%	?	-11%	37	-0.3	-8%
Cc1ccc(-n2nc3ccc(N)cc3n2)cc1Cl	0%	0%	-1%	-16%	14%	3%	1	-1.1	-34%[inhibitor]
COc1ccc(Cl)cc1NC(=O)CSc1nnc(C2CC2)n1C	-5%	1%	0%	-5%	10%	-1%	-9	0.1	-18%
Cc1cc(-c2ccc(Cl)cc2Cl)c(C#N)c(=O)[nH]1	-4%	0%	-1%	17µM*	1%	10%	-30	-2.5	-3%
NC(=O)CC[C@H](NC(=O)c1ccc(F)cc1)C(=O)N1CCN(Cc2ccc3c(c2)OCO3)CC1	19%	-9%	-3%	-4%	-14%	8%	-5	-0.3	-18%
O=C(O)c1ccc(NS(=O)(=O)c2ccc3c(c2)OCCCO3)cc1	-3%	-1%	-3%	-7%	7%	-5%	0	-2.3	-10%
CCc1ccccc1NC(=O)CNC(=O)CNC(=O)Cc1ccccc1	-6%	-17%	-4%	-9%	-8%	8%	9	1.4	i
O=C(CCC(=O)OCC(=O)c1ccccc1)Nc1cccc(Cl)c1	24%	1%	-2%	-1%	4%	3%	-2	1.2	i
COc1ccc(CC(=O)N2CCc3cc(OC)c(OC)cc3C2COc2cc(C)cc(C)c2)cc1OC (stereo not drawn)	2%	4%	·	·	1%	·	·	·	-1%
Cc1ccc(CS(=O)(=O)CCC(=O)NCc2ccccc2Cl)cc1	4%	3%	-12%	-2%	-24%	-13%	0	-1.0	i
CCOc1ncccc1C(=O)Nc1cc2c(cc1Br)OCCO2	7%	22%	-7%	-11%	15%	14%	15	0.0	-14%
CC(=O)OCC1=C(C(=O)O)N2C(=O)C(NC(=O)c3ccc(F)cc3)C2SC1 (stereo not drawn)	6%	-1%	-2%	-11%	18%	2%	0	-0.3	?

Further structures follow:
SMILES	HEK293 tox	GLP-1R agonist	EPAC1 antag	PLK1 PBD inh	GLP-1R inv ag	EPAC1 ag	PI5P4Ka inh	IL-2 act	PTHR1 agonist
CCC1(CC)NC(=O)N(CC(=O)Nc2sc3c(c2C(N)=O)CCC3)C1=O	9%	1%	?	-25%	-12%	-1%	-70*	1.5	5%
Cc1ccc(CNC(=O)c2cc3sccc3n2Cc2ccc(F)cc2)cc1	3%	-7%	·	·	-11%	·	·	·	-12%
Cc1ccc(SCn2nnc3ccccc3c2=O)c(C)c1	-2%	16%	-21%	-5%	?	-2%	6	0.6	-18%
CCCCc1ccc(NS(=O)(=O)c2c(C)n(C)c(=O)n(C)c2=O)cc1	-13%	21%	2%	0%	-29%	-3%	9	-2.4	-1%
COc1ccc(CNc2cc(C)ccn2)cc1	-2%	14%	-22%	-4%	?	-4%	0	0.3	?
COC(=O)c1ccc(C)c(NC(=O)CCc2ccc(OC)cc2)c1	-7%	-6%	0%	-8%	?	8%	-3	-3.6	i
Cc1ccc(C(=O)NCc2n[nH]c(=S)n2-c2ccccc2)cc1[N+](=O)[O-]	-6%	10%	7%	-6%	20%	8%	0	1.0	-3%
Cn1c(NCc2cccnc2)nc2cc(-c3ccc(C(=O)N4CCOCC4)cc3)sc2c1=O	6%	7%	?	-9%	0%	-2%	5	-0.6	-36%[inhibitor]
CCCSCCCNC(=O)Cn1cc2c(n1)CCC(C)C2 (stereo not drawn)	4%	7%	-18%	-19%	-27%	4%	6	-1.4	i

Source: PubChem
